TLR4 MyD88 comp = inhibitors of human TLR4-MyD88 binding; HeLa CL3-4 TLR4/MyD88 BLA complementation, FRET ratio; O00206+Q99836; inhibition, % at 8.4 µM; 200,000 compounds, 0.18% hits; AID 861; in the data active = inhibition above about 25%;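 also: 0% = vehicle and 100% = reference inhibitor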
Target sequence (O00206 whole entry, looked up): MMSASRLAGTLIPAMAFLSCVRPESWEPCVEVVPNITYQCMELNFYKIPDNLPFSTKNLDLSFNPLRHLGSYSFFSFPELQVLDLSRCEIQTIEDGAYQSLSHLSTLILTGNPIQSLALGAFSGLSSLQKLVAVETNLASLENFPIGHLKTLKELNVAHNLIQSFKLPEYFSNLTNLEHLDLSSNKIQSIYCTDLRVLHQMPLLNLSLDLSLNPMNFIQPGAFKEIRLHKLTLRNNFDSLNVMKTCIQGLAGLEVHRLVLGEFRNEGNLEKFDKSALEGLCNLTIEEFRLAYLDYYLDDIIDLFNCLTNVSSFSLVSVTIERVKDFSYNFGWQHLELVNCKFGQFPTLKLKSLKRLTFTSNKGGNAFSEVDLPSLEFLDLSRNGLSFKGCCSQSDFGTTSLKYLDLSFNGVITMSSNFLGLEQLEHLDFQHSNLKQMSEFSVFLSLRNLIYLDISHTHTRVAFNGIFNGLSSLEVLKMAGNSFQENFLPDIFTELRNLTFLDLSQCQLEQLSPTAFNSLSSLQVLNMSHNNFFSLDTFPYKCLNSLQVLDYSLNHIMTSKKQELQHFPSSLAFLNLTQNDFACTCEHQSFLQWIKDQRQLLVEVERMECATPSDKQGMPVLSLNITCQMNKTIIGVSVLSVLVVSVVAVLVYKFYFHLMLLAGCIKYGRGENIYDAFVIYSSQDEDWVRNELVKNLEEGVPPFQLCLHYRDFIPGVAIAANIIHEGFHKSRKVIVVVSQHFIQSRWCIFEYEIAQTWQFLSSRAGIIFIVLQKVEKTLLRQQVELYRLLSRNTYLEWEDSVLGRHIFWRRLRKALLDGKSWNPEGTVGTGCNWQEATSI
Target sequence (Q99836 whole entry, looked up): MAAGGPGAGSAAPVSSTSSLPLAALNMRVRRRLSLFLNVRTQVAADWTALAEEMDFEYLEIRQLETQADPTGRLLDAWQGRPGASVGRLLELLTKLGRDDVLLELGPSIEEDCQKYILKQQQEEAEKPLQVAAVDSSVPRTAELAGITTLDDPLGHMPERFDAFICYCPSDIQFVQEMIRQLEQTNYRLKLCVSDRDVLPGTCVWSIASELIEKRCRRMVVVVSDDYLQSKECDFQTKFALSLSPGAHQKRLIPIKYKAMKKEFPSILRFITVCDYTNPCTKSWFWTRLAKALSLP
PMI activator = increases human mannose-6-phosphate isomerase activity | P34949 | purified human PMI, coupled resazurin fluorescence, 20 min; hits give high values; 1 = vehicle control, 0 substrate-free wells | activation factor at 20 µM | 190,000 compounds, 0.005% hits;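 active = activation factor of 2 or more at 20 µM, relative to plate controls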
RAM inhibit = inhibitors of the yeast RAM network. S. cerevisiae dse1pr::URA3 reporter, 5-FOA growth OD615, 2 d; analog-sensitive cbk1-as2 kinase mutant strain. inhibition, % at 50 µM. 190,000 compounds, 1.8% hits. AID 868;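 active = inhibition above a set limit, 3 SD over mean compound inhibition, cut at about 8.4% in these data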;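 also: 0% = DMSO-only wells with no growth and 100% = 10 µM 1-NA-PP1 full growth; inhibition rescues growth on 5-FOA so higher OD means more RAM inhibition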
Diaph inh CS = counter-screen for diaphorase-based assays: diaphorase inhibitors and chemical oxidizers; diaphorase resazurin-to-resorufin fluorescence, NADH, 16 min; bacterial (C. kluyveri) enzyme, not human; AID 1217; 190,000 compounds, 0.69% hits; inhibition, % at 20 µM;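 active = primary screen inhibition at 20 µM above a set limit, cut at about 50% in these data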;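 also: plate controls were DMSO with full reaction for no effect and wells lacking NADH for full effect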
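Assay system – diaphorase enzyme from Clostridium kluyveri · Amount – diaphorase 0.14 U/mL (working solution) · Times – reaction incubation of 16 min at room temperature · Controls – No-NADH positive control and DMSO neutral control · Signal – resorufin fluorescence 544/590 nm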
Redox H2O2 prof = compounds producing H2O2 with reducing agent – biochemical, NIH compound library profiling, artefact control for MLSCN library redox annotation, primary screen; DTT-dependent redox cycling H2O2, phenol red/HRP absorbance; 100% = 100 µM peroxide control, 0% = buffer; 200,000 compounds, 0.03% hits; activation, % at 10 µM; AID 878;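 active = activation of at least 50% relative to the plate's high and low controls in the primary single-dose screen; inactive = activation below 50%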;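 also: compound incubated with DTT at 0.8 mM final as the reducing agent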
G6PDH counter = counter-screen for G6PDH assay hits: L. mesenteroides G6PDH inhibition. inhibition, % at 5 µM. Purified L. mesenteroides G6PDH, diaphorase/resazurin coupled fluorescence, 45 min. 200,000 compounds, 0.12% hits
PMI act hi M6P = activators of human phosphomannose isomerase at near-saturating mannose 6-phosphate; AID 1216; coupled PMI enzyme assay, resazurin fluorescence, 20 min; hits give high values; 1 = untreated enzyme, 0 = substrate-free blank; 190,000 compounds, 0.34% hits; activation factor at 20 µM;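 active = activation factor of 2 or more at 20 µM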
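Technique: Diaphorase-driven resazurin-to-resorufin fluorescence, excitation 544, emission 590 nm | Assay system: Human PMI in coupled enzyme assay | Times: Enzyme reaction with compound 20 min at room temperature | Medium: HEPES-buffered pH 7.4 with magnesium and detergent | Reagent: Mannose-6-phosphate 1.0 mM (near-saturating) plus 0.22 mM NADP+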
Lmaj promast = reduces viability of Leishmania major promastigotes | resazurin fluorescence viability | inhibition, % at 10 µM | 200,000 compounds, 9% hits;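 also: promastigotes grown with compound for 44 hours at 28 °C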
Hsp70 activator = transcriptional activators of Hsp70 | 200,000 compounds, 0.04% hits | activation, % at 10 µM | HeLa Hsp70 promoter luciferase reporter, luminescence; scaled: vehicle 0, proteasome-inhibitor control 100%;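 active = activation above the mean across all tested compounds plus 3 SD, cutoff set per campaign, cut at about 5.5% in these data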;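 also: 100% = MG132 at 30 µM as the positive control and 0% = DMSO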
S1P3 antag = antagonists of human S1P3 receptor; Q99500; CHO S1P3 NFAT-BLA reporter, FRET fluorescence, antagonist mode; inhibition, % at 4.98 µM; 170,000 compounds, 0.27% hits; AID 485;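 active = inhibition above the plate cutoff, the mean inhibition of test wells on that plate plus 3 SD, cut at about 28% in these data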;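 also: cells challenged with S1P at its EC80 of 0.8 µM; blue over green emission ratio from cleaved BLA substrate after 4 h stimulation; 0% = S1P-stimulated wells and 100% = unstimulated DMSO-only wells; some compounds past the cut are filed as inactive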
Diaphorase act = counter-screen for diaphorase-based assays: diaphorase activators and chemical reducers; Diaphorase/resazurin coupled assay, resorufin fluorescence, 16 min; hits give high values; 1 = vehicle wells, 0 = NADH-free wells; activation factor at 20 µM; 190,000 compounds, 0.005% hits;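 active = diaphorase activity raised at least twofold by the compound at 20 µM; inactive = activation factor below 2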
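Material: purified diaphorase enzyme from Clostridium kluyveri / Medium: HEPES pH 7.4 buffer with MgCl2 and Tween 20 / Schedule: enzyme reaction of 16 min at room temperature / Measured by: resorufin fluorescence, excitation 544 nm, emission 590 nm / Evaluation: rise in resorufin formation, marking diaphorase activation or chemical reduction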
* = called active by the depositor; . = no result given. Rule as the data show it, unless noted: active = inhibition above about 50%; inactive = the rest. Rows were taken by chance (roughly 12% active in at least one column).

SMILES | TLR4 MyD88 comp | PMI activator | RAM inhibit | Diaph inh CS | Redox H2O2 prof | G6PDH counter | PMI act hi M6P | Lmaj promast | Hsp70 activator | S1P3 antag | Diaphorase act
CC(C)Oc1ccc(CNCCC2(C(C)C)CCOC(C)(C)C2)cc1 (stereo unspecified) | -8 | 1 | -1.1 | 0 | -0.2 | 9 | 1.1 | 95* | -0.3 | . | 1
O=C(C1=C[C@H](c2coc3ccccc3c2=O)C[C@H](OCc2ccc(CO)cc2)O1)N1CCN(Cc2ccccc2)CC1 | -18 | 0.9 | 1.5 | 25 | 0.7 | 19 | 0.9 | 8 | -0.2 | 6 | 0.7
O=C(COc1ccc(Cl)cc1)NNC(=O)c1cccnc1 | -7 | 1 | 1.7 | -16 | 1.1 | 21 | 1 | -6 | -0.2 | -11 | 1.2
Cc1ccccc1NC(=O)Cn1cnc2c(oc3nc4c(cc32)COC(C)(C)C4)c1=O | -3 | 1 | 1.8 | 7 | 0.0 | 8 | 1 | 0 | -0.2 | 5 | 0.9
Cc1c(C(c2ccc(O)cc2)c2c(C)n(C)n(-c3ccccc3)c2=O)c(=O)n(-c2ccccc2)n1C | -6 | 1.2 | 0.1 | 12 | -0.5 | 6 | 1.1 | 0 | 0.1 | 11 | 0.9
CC(NC(=O)c1ccco1)C1CCCO1 (stereo unspecified) | -2 | 1.1 | 3.0 | -9 | 0.3 | -1 | 1.1 | -5 | -0.2 | . | 1.1
CC(C)COP(=O)(c1ccc(N(C)C)cc1)C(Nc1ccccc1)c1ccccc1 (stereo unspecified) | 3 | 0.8 | 0.0 | 23 | 1.2 | -8 | 0.9 | 24 | -0.3 | -14 | 0.8
Cc1cccc(-c2nnc(SCCOc3ccc4c(C)cc(=O)oc4c3)o2)c1 | 12 | 0.9 | 2.6 | 22 | 2.0 | 7 | 0.9 | 5 | 0.0 | . | 0.8
CC(C)c1nc2sc3c(=O)n(N)cnc3c2c2c1COC(C)(C)C2 | 2 | 0.8 | 3.3 | 49 | 0.2 | 4 | 0.9 | 1 | -0.5 | 1 | 0.5
Cc1nc(SCC(=O)NC(=O)NCc2ccco2)nc(C)c1C | 10 | 1.3 | -1.1 | 5 | -1.2 | -6 | 1.1 | 16 | -0.1 | -8 | 0.9
COc1cc(/C=N/NC(=O)Cc2c[nH]c3ccccc23)cc(OC)c1OC | -2 | 0.9 | 1.2 | 4 | -0.8 | 0 | 0.9 | 9 | -0.2 | 17 | 1
O=C(CSc1ccccc1C(=O)O)Nc1cccc(C(=O)O)c1 | -13 | 1.1 | -0.7 | 9 | -1.3 | 2 | 1 | -7 | -0.1 | -11 | 0.9
Cc1nn(C)cc1C1C(C#N)=C(N)N(c2ccc(F)c([N+](=O)[O-])c2)C2=C1C(=O)CCC2 (stereo unspecified) | 2 | 0.8 | 3.1 | 19 | 0.1 | 0 | 0.6 | -2 | -0.3 | -10 | 0.8
CCCCOc1ccc(NC(=O)C(=O)NCCC2=CCCCC2)cc1 | -6 | 1.1 | 0.9 | 0 | -0.9 | 12 | 1.1 | 2 | -0.3 | . | 1
Cc1nnc2n(-c3ccccc3)c(=O)c3c4c(sc3n12)COC(C)(C)C4 | -3 | 0.9 | 2.0 | 30 | -0.9 | 2 | 0.9 | -7 | -0.5 | . | 0.7
O=C(NNc1nc(-c2ccccc2)cs1)c1ccco1 | -4 | 1.2 | 0.9 | 12 | -0.2 | 6 | 1.1 | 67* | -0.4 | 1 | 0.9
CCC1(C(=O)c2ccccc2)C2c3cc(Br)ccc3OC(=O)C21C(=O)N1CCOCC1 (stereo unspecified) | -5 | 0.8 | 0.0 | 9 | 1.9 | 4 | 1 | -5 | 0.1 | . | 0.9
COc1ccc2nc(/C=N/NC(=O)[C@H](CCSC)NC(=O)OC(C)(C)C)ccc2c1 | -5 | 0.9 | 4.7 | 22 | 0.0 | 5 | 0.9 | 25 | -0.2 | 4 | 0.8
CC(C)CCNC(=O)c1ccc2c(c1)ncn2C1CCCCC1 | 6 | 1 | 0.9 | -4 | 0.8 | 3 | 1 | 7 | 0.0 | . | 1
COc1ccc(-c2nnc3ccc(SCC(=O)Nc4cc(C)on4)nn23)cc1OC | 2 | 1.1 | 2.6 | -6 | -0.1 | 1 | 1 | 4 | -0.3 | -18 | 1.1
O=C(CCSCc1cccc(Cl)c1)NC1CCCC1 | -8 | 1 | 2.7 | -11 | 0.3 | -9 | 1.1 | -1 | 0.9 | -10 | 1.1
O=C(CCc1nc2ccccc2s1)c1ccccc1 | -4 | 0.9 | 2.2 | 10 | -0.9 | -8 | 1 | 5 | -0.3 | 7 | 0.9
COC(=O)CSc1nnc(CNC(=O)c2ccccc2F)n1-c1ccccc1 | 2 | 1 | 0.0 | -2 | -3.4 | 8 | 1 | -8 | -0.1 | -33 | 1
CC1CCC(C(=O)NC(C(=O)NCCCN2CCOCC2)C(C)C)CC1 (stereo unspecified) | 9 | 1 | 0.3 | -1 | -0.2 | 3 | 1 | 3 | 0.0 | 14 | 1
CCN(CC)S(=O)(=O)c1ccc(C(=O)NNC(=O)c2cccs2)cc1 | -3 | 0.9 | 1.1 | 17 | 0.3 | -13 | 1 | -9 | -0.3 | 6 | 0.8

Copied from the list:
Cc1nc(SCC(=O)NC(=O)NCc2ccco2)nc(C)c1C in PMI act hi M6P: 1.1
Cc1nnc2n(-c3ccccc3)c(=O)c3c4c(sc3n12)COC(C)(C)C4 in Redox H2O2 prof: -0.9

(list continues)
SMILES | TLR4 MyD88 comp | PMI activator | RAM inhibit | Diaph inh CS | Redox H2O2 prof | G6PDH counter | PMI act hi M6P | Lmaj promast | Hsp70 activator | S1P3 antag | Diaphorase act
O=C(NCc1ccccc1)c1c(F)c(F)c(F)c(F)c1F | -3 | 1 | 1.6 | 4 | 2.0 | 5 | 1 | -3 | -0.1 | -2 | 1
O=C(NCc1ccco1)C1CCCN(S(=O)(=O)c2ccc(-n3cnnn3)cc2)C1 (stereo unspecified) | 5 | 1.1 | 3.2 | 2 | -0.6 | 3 | 1.1 | -9 | -0.1 | -6 | 1
Cc1ccc(CN2CCN(Cc3cccn3-c3ccccn3)CC2CCO)o1 (stereo unspecified) | -1 | 0.9 | -0.1 | 12 | -0.8 | 9 | 1 | -2 | -0.2 | -16 | 0.9
COc1ccc(OC)c(C2CC(=O)N3CN(c4cccc(Cl)c4)CSC3=C2C#N)c1 (stereo unspecified) | -11 | 0.8 | 2.0 | 46 | -0.4 | 7 | 0.7 | 7 | -0.2 | -5 | 0.5
CNC(=O)CN(c1ccc2c(c1)OCCO2)S(C)(=O)=O | -8 | 1 | 0.2 | 6 | 0.0 | -2 | 1 | -4 | -0.3 | . | 0.9
Cc1cccc(N2CCN(C(=O)c3ccncc3)CC2)c1C | 7 | 0.9 | -0.1 | 7 | 2.3 | 1 | 1 | -5 | 0.0 | -12 | 0.9
COC(=O)C1=C(C)N=c2s/c(=C/c3cccs3)c(=O)n2C1c1ccc(F)cc1 (stereo unspecified) | -10 | 0.9 | 1.6 | 23 | 0.1 | 7 | 0.9 | 18 | -0.4 | . | 0.8
Brc1ccc(-c2nn3c(-c4ccccn4)nnc3s2)o1 | -9 | 1 | 1.5 | 11 | -0.2 | -39 | 1.1 | 9 | 0.1 | -43 | 0.9
Cc1ccc(S(=O)(=O)N2CCCOC2CNC(=O)C(=O)NCc2cccs2)cc1 (stereo unspecified) | 5 | 0.9 | 2.0 | 8 | 0.0 | 24 | 0.9 | -2 | -0.3 | 17 | 0.9
N#Cc1nc(COc2ccccc2)oc1NCCCn1ccnc1 | -1 | 1 | 1.0 | -3 | 0.5 | 7 | 1 | 4 | 0.0 | 6 | 1
O=C1c2cccnc2C(O)N1Cc1ccccc1 (stereo unspecified) | -5 | 0.9 | 3.1 | 9 | -3.2 | -16 | 0.9 | -4 | -0.2 | -3 | 0.9
COC(=O)C1=C(C)Nc2ncnn2C1c1ccc(C)o1 (stereo unspecified) | -13 | 1 | 2.2 | 2 | -0.2 | -5 | 1 | -7 | 0.1 | -16 | 1
Cc1cc(C(=O)Nc2cccc([N+](=O)[O-])c2)c(C)o1 | -7 | 1.1 | 0.5 | 8 | 0.0 | -1 | 1.1 | -2 | -0.2 | 4 | 0.9
CCCN1C(=O)c2cc(C(=O)NC3CCCC3)ccc2C1O (stereo unspecified) | 5 | 0.9 | -1.0 | 21 | -0.6 | 4 | 0.9 | -5 | 0.1 | -28 | 0.8
CC(C)C(=O)NC(=O)[C@@H]1CCCN1C(=O)/C=C/c1ccccc1 | -2 | 1.2 | 1.6 | 0 | 0.5 | 5 | 1.1 | -6 | 0.3 | 4 | 1
Cc1cc(=O)[nH]c(Nc2cccc(C(F)(F)F)c2)n1 | 0 | 1.1 | 0.0 | -6 | -0.2 | 5 | 1.1 | 1 | -0.1 | -19 | 1.1
Cc1c(NC(=S)/C=C2\N(C)c3ccccc3C2(C)C)c(=O)n(-c2ccccc2)n1C | -4 | 1 | 1.2 | 14 | 0.1 | 5 | 1 | 47 | -0.2 | . | 0.9
CN(Cc1ccccc1)c1nc2c(c(=O)[nH]c(=O)n2C)n1CCCc1ccccc1 | 2 | 1 | 7.0 | 17 | 2.9 | -4 | 0.9 | 54* | -0.2 | -9 | 0.8
O=C(Nc1ccc2c(c1)C(=O)NC2=O)c1ccc(Cl)s1 | -5 | 0.9 | 4.0 | 16 | 0.3 | 5 | 1.1 | -7 | -0.3 | -19 | 0.8
O=C(c1cccnc1)N1CCN(c2ccc(Cl)cc2)CC1 | -3 | 1.1 | 1.7 | 2 | 1.1 | 4 | 1 | -14 | -0.3 | 2 | 1
CC(C)NS(=O)(=O)c1ccc(NC(=O)NC2CCCCC2)cc1 | -4 | 0.9 | 0.8 | 7 | 0.2 | -1 | 1 | 45 | -0.1 | 0 | 0.9
Cc1ccc(S(=O)(=O)/N=C(/Nc2ccc3[nH]c(=O)[nH]c3c2)c2ccccc2)cc1 | -4 | 0.9 | 1.6 | 10 | -1.0 | 0 | 1 | -5 | -0.1 | -15 | 0.9

High-throughput results deposited in PubChem by several laboratories.
